Screening data (PubChem BioAssay)
V1aR counter: activates human V1a receptor in oxytocin agonist counter-screen; activation, % at 3 µM; AID 2797; 320,000 tested, 0.25% active; CHO-V1R cells, Fluo-8 calcium fluorescence, agonist mode; 0% DMSO, 100% 3 nM vasopressin; P37288;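 active = activation above the mean activation of all tested compounds plus 3 SD, per screening run, cut at about 20% in these data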;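 note: signal is peak over basal fluorescence ratio across a 100 second FLIPR read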
Target sequence (P37288 whole entry, looked up): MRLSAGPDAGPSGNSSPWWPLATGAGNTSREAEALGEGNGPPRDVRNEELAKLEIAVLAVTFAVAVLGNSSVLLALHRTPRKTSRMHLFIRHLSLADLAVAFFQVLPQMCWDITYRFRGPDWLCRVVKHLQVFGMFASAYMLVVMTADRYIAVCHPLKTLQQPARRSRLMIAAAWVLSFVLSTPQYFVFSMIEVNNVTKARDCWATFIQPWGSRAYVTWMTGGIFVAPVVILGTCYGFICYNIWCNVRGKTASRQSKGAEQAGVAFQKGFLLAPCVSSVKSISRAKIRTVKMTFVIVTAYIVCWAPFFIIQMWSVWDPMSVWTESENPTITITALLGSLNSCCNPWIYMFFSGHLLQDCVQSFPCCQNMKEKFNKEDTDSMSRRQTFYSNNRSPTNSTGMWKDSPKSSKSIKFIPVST
GalR3 antagonist: human GalR3 antagonism; O60755; HEK293 GalR3-CNG cAMP membrane potential fluorescence; galR3 body fused to GalR1 C-terminus; inhibition, % at 3 µM; 360,000 tested, 0.44% active;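 active = inhibition above the screen-wide average plus 3 SD, cut at about 13% in these data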;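 note: forskolin and galanin both at EC90 stimulate the cells; cAMP rise reported by CNG channel membrane potential dye signal; 0% = forskolin plus galanin with DMSO and 100% = forskolin alone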
Target sequence (O60755 1-299 limits assumed): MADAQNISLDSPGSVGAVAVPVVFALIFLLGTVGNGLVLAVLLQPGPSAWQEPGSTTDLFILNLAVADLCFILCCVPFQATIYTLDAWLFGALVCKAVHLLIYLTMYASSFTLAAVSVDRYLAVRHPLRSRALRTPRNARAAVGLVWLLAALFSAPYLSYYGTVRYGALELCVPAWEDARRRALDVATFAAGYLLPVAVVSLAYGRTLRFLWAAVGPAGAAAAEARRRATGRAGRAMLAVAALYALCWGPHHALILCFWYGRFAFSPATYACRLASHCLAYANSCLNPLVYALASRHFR
OXTR agonist: human OXTR agonism. P30559. CHO-OTR cells, Fluo-8 calcium fluorescence; normalized: DMSO 0%, oxytocin 100%. activation, % at 3 µM. 320,000 tested, 0.32% active. AID 2435;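 active = activation above the mean of all tested compounds plus 3 SD, cutoff set per screening run, cut at about 20% in these data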;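 note: peak over basal fluorescence ratio from a 100 s FLIPR kinetic read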
Numbers without * were called inactive. This is a subset, so the mix of outcomes need not match the whole.

#	SMILES	V1aR counter	GalR3 antagonist	OXTR agonist
1	CN(C(=O)COC(=O)CN1C(=O)C2CC=CCC2C1=O)c1ccccc1 (stereo not drawn)	1.3	-3.3	1.3
2	O=C(NNC(=O)c1ccccc1Cl)c1ccc2c(c1)OCCO2	1.0	-4.6	0.8
3	Cc1ccccc1NC(=O)CSc1nnc2ccc(-c3cccnc3)nn12	0.1	-0.5	5.3
4	COc1ccc(CCN2CC(C(=O)NCC(=O)Nc3ccc(F)c(F)c3)CC2=O)cc1OC (stereo not drawn)	4.1	-0.8	0.6
5	Cc1cc(SCC(=O)OC(C)C(=O)N(C)c2ccccc2)nc2ccccc12 (stereo not drawn)	1.4	-0.5	0.8
6	CC1CCC(NC(=O)CCN2C(=O)C3CC=CCC3C2=O)CC1 (stereo not drawn)	0.6	-4.0	0.4
7	Cc1cccc(-n2c(SCC(=O)N3CCN(c4ccccn4)CC3)nnc2N2CCOCC2)c1	0.7	-4.3	-0.2
8	Cc1c(C(=O)OCc2ccc(F)cc2)sc2nc3n(c(=O)c12)CCC3	-0.1	-2.4	0.3
9	COC(=O)C1CCN(C(=O)COC(=O)/C=C/c2ccc(O)c(OC)c2)CC1	1.3	-2.5	2.0
10	Cc1ccc(C)c(NC(=O)c2cc(S(=O)(=O)N3CCCCC3)ccc2N2CCOCC2)c1	-0.6	-5.8	-1.3
11	COc1ccc(C(=O)Nc2nc(C)c(C(C)=O)s2)cc1S(=O)(=O)N1CCOCC1	0.8	-4.8	-0.2
12	COc1ccc(NC(=O)c2cc(-c3ccncc3)nc3ccccc23)c(OC)c1	-0.1	-3.7	-0.5
13	CCCCn1c(N)c(N(CC(C)C)C(=O)c2cc(-c3ccc(OC)c(OC)c3)nc3ccccc23)c(=O)[nH]c1=O	-0.1	-4.5	0.1
14	CC(=O)O[C@H]1C[C@@H]2CC[C@@H]3[C@H](CC[C@@]4(C)[C@H]3C[C@H]([N+]3(C)CCCCC3)[C@@H]4OC(C)=O)[C@@]2(C)C[C@@H]1[N+]1(C)CCCCC1	0.6	-3.3	-0.2
15	C[C@H](CO)N1C[C@H](C)[C@@H](CN(C)C(=O)Nc2ccc(C(F)(F)F)cc2)Oc2ccc(NC(=O)Nc3ccc(C(F)(F)F)cc3)cc2C1=O	2.2	-9.2	0.5
16	COc1ccc(C(CNC(=O)c2c(C)nn(Cc3ccc(C)cc3)c2Cl)N2CCOCC2)cc1 (stereo not drawn)	1.2	-6.4	-1.9
17	CC1CCCC(C)N1C(=O)COc1cccc(Oc2ccccc2)c1 (stereo not drawn)	1.4	-4.2	-1.5
18	O=C(N/N=C/c1ccc(O)cc1O)C1CC1	0.8	-4.6	0.4
19	Nc1c(Cl)c(Cl)nc(C(=O)OCC(=O)NCc2ccccc2)c1Cl	1.0	-3.1	0.2
20	Cc1ccccc1OCC(=O)NCCS(=O)(=O)N1CCN(c2ccc(F)cc2)CC1	1.2	-3.9	0.2
21	O=C(C[C@@H]1C/C=C\C[C@H](Cc2ccc(F)cc2)C(=O)OCCNC1=O)N[C@H](CO)Cc1ccccc1	-0.3	-3.0	1.7
22	N#Cc1ccc(C(=O)N2CCN(S(=O)(=O)c3ccc(Cl)s3)CC2)cc1	1.6	-4.3	2.4
23	Cc1ccc(S(=O)(=O)N2CCOCC2)cc1C(=O)OCC(=O)NC1CCCC1	0.9	-1.6	0.6
24	O=C(NCC(c1ccco1)N1CCCC1)c1cccc(S(=O)(=O)N2CCOCC2)c1 (stereo not drawn)	0.8	2.6	0.1
25	COc1ccc(CCNC(=S)N2CCN(S(=O)(=O)c3ccc(C)cc3)CC2)cc1	1.4	-2.4	3.4

The closing four compounds of the section above are carried over, then new ones follow:
#	SMILES	V1aR counter	GalR3 antagonist	OXTR agonist
22	N#Cc1ccc(C(=O)N2CCN(S(=O)(=O)c3ccc(Cl)s3)CC2)cc1	1.6	-4.3	2.4
23	Cc1ccc(S(=O)(=O)N2CCOCC2)cc1C(=O)OCC(=O)NC1CCCC1	0.9	-1.6	0.6
24	O=C(NCC(c1ccco1)N1CCCC1)c1cccc(S(=O)(=O)N2CCOCC2)c1 (stereo not drawn)	0.8	2.6	0.1
25	COc1ccc(CCNC(=S)N2CCN(S(=O)(=O)c3ccc(C)cc3)CC2)cc1	1.4	-2.4	3.4
26	Cc1nn2c(=O)cc(COC(=O)c3c(F)cccc3Cl)nc2s1	0.7	-1.7	1.0
27	COc1ccc(C(=O)NC(=S)NC(C)c2ccccc2)cc1 (stereo not drawn)	-0.1	0.9	-3.9
28	Cc1ccc(S(=O)(=O)N2CCC(C(=O)OCC(=O)NC(C)c3ccc(F)cc3)CC2)cc1C (stereo not drawn)	3.4	-1.4	1.2
29	COc1ccc(CN2CCN(C(=O)CCC(=O)c3ccc(C)s3)CC2)cc1OC	-0.3	-2.8	-0.9
30	COc1cc(C(=O)Nc2ccc3c(c2)CCCN3C(=O)c2ccco2)c([N+](=O)[O-])cc1OC	-0.2	-2.2	-0.8
31	CN1C(=O)[C@@H]2[C@H](C1=O)[C@@H]1C(=O)Nc3ccccc3C(=O)N1[C@@H]2c1cccc(Br)c1	-0.1	-6.3	1.6
32	Cc1nnc(SCC(=O)N(C2CCCCC2)C2CCS(=O)(=O)C2)n1C (stereo not drawn)	-0.2	-3.0	-0.2
33	O=C1C=C(c2ccc(Cl)c(C(F)(F)F)c2)C[C@@H](c2ccc(F)cc2)C1	1.6	0.7	0.9
34	O=C(/C=C/c1cccs1)NNC(=O)c1cccc([N+](=O)[O-])c1	1.2	-3.8	0.2
35	CCn1nnc2cc(C(=O)N(CCOC)CC(=O)Nc3cccc(C)c3C)ccc21	2.1	-5.7	1.4
36	O=C(Nc1ccc(S(=O)(=O)Nc2nccs2)cc1)C(F)(F)F	-0.2	-0.4	-0.4
37	CC(=O)Nc1ccc(NC(=O)C(C)OC(=O)CC2CCCC2)cc1 (stereo not drawn)	1.0	-1.1	0.3
38	Cc1cnc(C(=O)OCC(=O)N2C(C)CCCC2C)cn1 (stereo not drawn)	1.2	-5.6	1.4
39	CCOC(=O)N1CCN(C(=O)COC(=O)c2cccc(C)c2[N+](=O)[O-])CC1	0.3	-3.7	0.0
40	O=C(Nc1ccc(C(=O)N2CCN(c3ccccn3)CC2)cc1)c1ccc(Br)o1	0.2	-2.8	1.5
41	CC(=O)c1ccc(S(=O)(=O)N2CCN(C(=O)c3ccc(-n4nc(C)c(Cl)c4C)cc3)CC2)cc1	15.4	-0.4	6.9
42	CC(C)(C)CC(C)(C)c1ccc(OCCOCC[N+](C)(C)Cc2ccccc2)cc1	-0.5	-2.3	-1.4
43	CN(CC(=O)NCCc1ccc(S(N)(=O)=O)cc1)CC(=O)Nc1ccc(F)c(F)c1F	2.2	-3.7	1.5
44	CCCOc1ccc(C(=O)NNC(=O)CCNC(=O)c2ccccc2Cl)cc1OC	0.1	-2.1	-0.6
45	COc1ccc(C(CNC(=O)C(CCSC)NC(=O)c2ccccc2Cl)N2CCOCC2)cc1 (stereo not drawn)	-0.1	-3.5	0.4
46	CCOc1ccc(S(=O)(=O)N2CCN(C(=O)c3ccc(-n4cncn4)c([N+](=O)[O-])c3)CC2)cc1	-1.0	-1.0	-2.0
47	CC1CCC(CN2CCN=C2N(C)C)CC1 (stereo not drawn)	2.3	3.0	1.7
48	CCOc1ccc2oc(C(=O)N3CCN(c4ccccc4OCC)CC3)c(C)c2c1	-1.6	-3.1	-2.1
49	Cc1ccc(NC(=O)Cc2ccc(Cl)cc2)cc1S(=O)(=O)N1CCCCCC1	4.6	-7.0	3.0
50	COCCN(C(=O)COC(=O)c1ccc(Cl)s1)c1c(N)n(Cc2ccccc2)c(=O)[nH]c1=O	0.3	-4.1	0.9
51	O=C(CN1CCCCC1)NCC(=O)Nc1ccc(F)c(F)c1F	-0.7	-3.1	0.1
52	CCOc1ccccc1OCC(=O)Nc1ccc(OC)c(S(=O)(=O)N2CCCCC2)c1	0.8	-3.0	-0.3
53	CCCNC(=O)c1ccc(Cn2cc(-c3ccc(OC)cc3)nc2C(C)N)cc1 (stereo not drawn)	1.2	1.9	0.9
54	Cc1csc(NC(=O)COc2ccc3c(c2)CCC3)n1	0.5	-5.8	-0.1
55	Cc1cc(C(=O)C(C)OC(=O)c2cnccn2)c(C)n1-c1ccccc1 (stereo not drawn)	-0.1	-1.7	-0.2
56	Cc1ccc(C)c(S(=O)(=O)N2CCN(C(=O)c3sccc3C)CC2)c1	-0.3	-4.0	-1.1
57	O=C(COC(=O)CN1C(=O)C2CCCCC2C1=O)NNC(=O)c1ccc(Cl)cc1 (stereo not drawn)	1.3	-2.6	0.3
58	COc1ccc2noc3c2c1C(=O)c1ccccc1-3	221.2*	-3.2	168.8*
59	Cc1ccccc1OCC(=O)Nc1cc(S(=O)(=O)N2CCOCC2)ccc1N1CCCC1	-0.4	-4.8	-2.1
60	CC(SC1=Nc2ccccc2C2CC=NN12)C(=O)NC1(C#N)CCCCC1 (stereo not drawn)	-1.0	-0.4	-2.6
61	CN(Cc1ccc(F)cc1)C(=O)C(Cc1ccccc1)NC(=O)c1ccccc1 (stereo not drawn)	-0.3	1.7	-2.1
62	COc1ccc(C2(C)NC(=O)N(CC(=O)NC3CCCC3)C2=O)cc1OC (stereo not drawn)	1.1	-5.8	1.1
63	O=C(CSc1ccc(S(=O)(=O)N2CCOCC2)cn1)Nc1ccc(F)c(F)c1	13.9	-6.0	18.0
64	CCCCCN(C(=O)CCC(=O)OCc1ccccc1C)c1c(N)n(CCCC)c(=O)[nH]c1=O	8.0	-0.9	0.7
65	CC(C)(CNC(=O)Cc1ccc(NS(=O)(=O)c2cccc(C(F)(F)F)c2)cc1)N1CCOCC1	-0.5	0.1	-0.1
66	CC1CN(C(=O)COc2ccc3ccccc3c2)CC(C)O1 (stereo not drawn)	-0.7	2.5	-0.3
67	COc1ccc(CC(=O)Nc2cc(S(=O)(=O)N3CCOCC3)ccc2N2CCCC2)cc1OC	1.0	-5.5	1.5
68	COc1cccc(CNC(=O)C2CC(=O)N(c3ccc4c(c3)OCCO4)C2)c1 (stereo not drawn)	0.5	0.8	-0.5
69	CCCn1c(=O)c2[nH]c(-c3ccc(S(=O)(=O)O)cc3)nc2n(CCC)c1=O	-0.8	-2.6	-0.3
70	O=C(OCC(=O)N1CCN(C(=O)c2ccco2)CC1)c1ccc(Cl)nc1	0.4	-3.5	1.2
71	CCN(c1ccccc1)S(=O)(=O)c1ccc(C(=O)Nc2ccncc2)cc1	4.5	-7.7	4.6
72	COc1ccc(NC(=O)C2=NN(c3ccccc3)C(=O)CC2)cn1	0.0	-5.8	-0.5
73	CC1CCN(C(=O)COC(=O)C23CC4CC(CC(O)(C4)C2)C3)CC1	0.6	3.2	0.6
74	CN(Cc1ccccc1)S(=O)(=O)CCNC(=O)c1ccc2c(c1)OCO2	-0.3	-2.8	-0.6
75	COc1ccc(C(=O)Nc2cccc(S(=O)(=O)N3CCCC3)c2)cc1S(=O)(=O)N1CCOCC1	1.1	-3.8	1.8

Next section:
#	SMILES	V1aR counter	GalR3 antagonist	OXTR agonist
76	COc1ccc(NC(=O)N(C)C[C@H]2Oc3ccc(NC(=O)CCN4CCOCC4)cc3C(=O)N([C@@H](C)CO)C[C@H]2C)cc1	1.9	-5.3	1.6
77	O=C(CN1C(=O)NC2(CCCCCCC2)C1=O)Nc1ccc(Cl)cc1	1.5	-5.4	0.1
78	COc1ccccc1C(=O)NC(CCSC)C(=O)OC(C)C(=O)NC1CC1 (stereo not drawn)	-0.7	-1.2	-0.9
79	COc1ccccc1C(=O)NC(=O)COC(=O)c1ccc(C)o1	0.2	-2.2	-0.8
80	CC(C)(C)N1C(=O)[C@H]2[C@@H](c3ccc(Br)cc3)N3C(=O)N(c4cccc(F)c4)C(=O)[C@@]3(C)[C@H]2C1=O	0.3	-6.4	2.1
81	COc1ccc(CN2Cc3cccc4c3[C@@H](CC2=O)[C@H](O)[C@H](O)C4)cc1	0.9	-5.1	1.5
82	CCN(c1ccccc1)S(=O)(=O)c1cc(C(=O)NCc2ccco2)ccc1C	-0.2	5.3	-2.5
83	CN1CCC(N(C)S(=O)(=O)c2ccc(NC(=O)COc3cccc(C(F)(F)F)c3)cc2)CC1	3.4	-6.6	4.7
84	CC1CC(C)(C)CC2(C1)NC(=O)N(CC(=O)Nc1cc([N+](=O)[O-])ccc1F)C2=O (stereo not drawn)	0.5	-2.3	-0.8
85	CN(CC(=O)Nc1ccc(N2CCOCC2)cc1)C(=O)CCNC(=O)c1ccc(Br)cc1	0.0	-2.3	-0.4
86	CCOc1ccccc1C(=O)NCC(=O)NCC(c1ccc(OC)cc1)N1CCOCC1 (stereo not drawn)	-1.1	-1.6	-0.3
87	O=C(OCc1nnc(-c2ccccc2Br)o1)c1ccco1	0.8	-5.8	2.2
88	CN1C(=O)C(=O)N(CC(=O)Nc2ccccc2OC(F)F)C1=O	1.6	-5.8	-0.4
89	C=CCn1c(C)cc(C(=O)COC(=O)C2CC(=O)N(CCc3ccc(OC)c(OC)c3)C2)c1C (stereo not drawn)	0.4	1.4	1.4
90	CCOC(=O)[C@@H]1[C@H]2COc3ccc(Br)cc3[C@H]2N2C(=O)N(c3ccc(Cl)cc3)C(=O)[C@]12C	1.5	0.0	0.9
91	CCCCC(=O)OCc1c(-c2ccccc2)ncc2ccccc12	0.5	5.7	-1.8
92	COc1ccccc1CNC(=O)c1ccc(NC(=O)CC2SC(N3CCCC3)=NC2=O)cc1 (stereo not drawn)	1.3	-1.8	-0.4
93	COCCN(Cc1ccccc1)C(=O)c1ccc(C(=O)c2ccccc2)cc1	3.0	-0.2	-0.6
